Yp Topo-I inh – Yersinia pestis topoisomerase I inhibitors, primary screen, biochemical, cleavage product accumulation, plate reader, single point | DNA topoisomerase I (Yersinia pestis CO92) | Y. pestis Topo-I cleavage product accumulation | activity, % at 10 µM | 360,000 compounds, 0.064% hits; in the data active = activity above about 50%, passing the limit was not always enough; note: inactives centre near 2
SARS 3CLpro inh – SARS-CoV 3CLpro protease inhibitors, primary screen, biochemical, quenched FRET; recombinant SARS-CoV 3CLpro, quenched FRET peptide cleavage; inhibition, % at 6 µM; 290,000 compounds, 0.14% hits; in the data active = inhibition above about 12%
PrPC TRFRET – inhibitors of human cell surface prion protein PrPC, primary screen, cell-based, TR-FRET. 370,000 compounds, 0.43% hits. Major prion protein (Homo sapiens), P04156. inhibition, % at 13.8 µM. AID 720596, 2013. TR-FRET read-out; in the data active = inhibition above about 24%; note: 0% = median of the test wells and 100% = reference compound wells
TcdB GH inh – TcdB glycohydrolase inhibitors, primary screen, biochemical, single point, plate reader; AID 652162, 2013; 350,000 compounds, 0.24% hits; TcdB glycohydrolase enzymatic assay; inhibition, % at 9.99 µM; Toxin B (Clostridioides difficile), P18177; in the data active = inhibition above about 10%
Target sequence (P18177 whole entry, looked up): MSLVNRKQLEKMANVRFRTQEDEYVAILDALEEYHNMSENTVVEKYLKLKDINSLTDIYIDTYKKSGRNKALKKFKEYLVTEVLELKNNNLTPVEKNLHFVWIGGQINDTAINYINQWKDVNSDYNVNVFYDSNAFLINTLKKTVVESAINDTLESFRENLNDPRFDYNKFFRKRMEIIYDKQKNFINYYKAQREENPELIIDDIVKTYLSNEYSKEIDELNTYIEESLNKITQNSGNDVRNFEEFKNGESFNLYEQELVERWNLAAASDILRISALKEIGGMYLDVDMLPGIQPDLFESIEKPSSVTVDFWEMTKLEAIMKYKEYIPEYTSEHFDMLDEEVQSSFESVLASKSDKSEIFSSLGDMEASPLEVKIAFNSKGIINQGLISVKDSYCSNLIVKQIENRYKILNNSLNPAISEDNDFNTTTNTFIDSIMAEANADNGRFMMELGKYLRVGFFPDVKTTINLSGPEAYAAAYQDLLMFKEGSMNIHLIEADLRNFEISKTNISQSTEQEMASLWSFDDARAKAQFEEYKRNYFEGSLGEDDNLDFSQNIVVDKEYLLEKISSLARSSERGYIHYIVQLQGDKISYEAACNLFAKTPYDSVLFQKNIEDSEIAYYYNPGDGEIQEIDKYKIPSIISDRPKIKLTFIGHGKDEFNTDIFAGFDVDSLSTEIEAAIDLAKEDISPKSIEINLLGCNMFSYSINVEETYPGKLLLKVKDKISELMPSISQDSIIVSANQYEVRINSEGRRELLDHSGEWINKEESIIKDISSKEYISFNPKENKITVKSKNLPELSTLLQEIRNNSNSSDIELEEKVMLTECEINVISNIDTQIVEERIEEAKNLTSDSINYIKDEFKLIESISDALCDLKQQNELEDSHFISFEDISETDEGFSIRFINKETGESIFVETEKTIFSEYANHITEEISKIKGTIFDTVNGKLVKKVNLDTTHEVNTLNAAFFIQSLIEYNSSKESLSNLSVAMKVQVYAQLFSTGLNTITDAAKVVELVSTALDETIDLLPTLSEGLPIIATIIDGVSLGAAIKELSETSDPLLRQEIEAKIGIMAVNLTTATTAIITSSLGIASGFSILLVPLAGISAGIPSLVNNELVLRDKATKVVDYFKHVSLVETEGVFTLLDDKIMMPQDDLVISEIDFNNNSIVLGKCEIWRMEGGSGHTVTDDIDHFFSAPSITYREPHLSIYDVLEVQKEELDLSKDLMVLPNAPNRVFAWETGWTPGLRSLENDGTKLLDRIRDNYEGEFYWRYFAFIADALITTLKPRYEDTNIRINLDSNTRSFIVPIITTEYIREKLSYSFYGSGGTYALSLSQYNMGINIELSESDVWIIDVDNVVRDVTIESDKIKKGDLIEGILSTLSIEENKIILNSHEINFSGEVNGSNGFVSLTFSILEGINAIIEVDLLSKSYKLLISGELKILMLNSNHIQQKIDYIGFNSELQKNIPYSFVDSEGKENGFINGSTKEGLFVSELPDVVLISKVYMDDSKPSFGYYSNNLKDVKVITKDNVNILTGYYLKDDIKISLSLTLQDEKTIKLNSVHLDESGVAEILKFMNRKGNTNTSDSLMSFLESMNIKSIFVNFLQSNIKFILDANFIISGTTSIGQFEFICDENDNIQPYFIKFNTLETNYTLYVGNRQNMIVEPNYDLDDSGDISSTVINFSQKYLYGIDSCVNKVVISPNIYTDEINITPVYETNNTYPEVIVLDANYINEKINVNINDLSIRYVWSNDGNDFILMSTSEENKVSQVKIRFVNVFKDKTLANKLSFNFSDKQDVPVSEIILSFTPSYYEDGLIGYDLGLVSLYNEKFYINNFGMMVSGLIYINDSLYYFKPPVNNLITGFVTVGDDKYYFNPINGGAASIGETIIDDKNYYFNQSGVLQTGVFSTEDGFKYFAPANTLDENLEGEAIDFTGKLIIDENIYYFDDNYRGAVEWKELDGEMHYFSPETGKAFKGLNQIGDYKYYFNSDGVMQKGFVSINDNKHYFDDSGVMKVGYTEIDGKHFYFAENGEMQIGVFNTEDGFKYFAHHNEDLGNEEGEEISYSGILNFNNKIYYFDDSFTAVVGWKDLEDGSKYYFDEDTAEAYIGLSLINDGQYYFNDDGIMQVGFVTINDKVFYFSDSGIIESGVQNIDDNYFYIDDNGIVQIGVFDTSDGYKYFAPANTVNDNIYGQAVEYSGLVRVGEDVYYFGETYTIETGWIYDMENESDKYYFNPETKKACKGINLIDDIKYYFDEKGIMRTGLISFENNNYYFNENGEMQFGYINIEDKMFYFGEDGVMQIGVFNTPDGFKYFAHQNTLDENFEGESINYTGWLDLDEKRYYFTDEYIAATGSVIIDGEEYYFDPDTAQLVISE
Anthrax LF prot – Bacillus anthracis LF protease inhibitors, primary screen, biochemical, multiplex microsphere, MLPCN library; Lethal factor (Bacillus anthracis), P15917; multiplex microsphere protease cleavage assay; inhibition, % at 10 µM; 360,000 compounds, 0.12% hits; AID 588501, 2011; note: plate controls were buffer without enzyme for full effect and enzyme alone for no effect
BoNT A protease – BoNT/A light chain protease inhibitors, primary screen, biochemical, flow cytometry, MLPCN library; Botulinum neurotoxin type A light chain protease (Clostridium botulinum A str. ATCC 3502); multiplex microsphere protease substrate cleavage; inhibition, % at 10 µM; 360,000 compounds, 0.17% hits; AID 588499, 2011; note: plate controls were buffer without enzyme for full effect and enzyme alone for no effect
Vc quorum ag – inducers of Vibrio cholerae quorum light production without autoinducers, primary screen, BH1578 luxS cqsA deficient, single point | activation, % at 18.7 µM | 350,000 compounds, 0.16% hits | V. cholerae BH1578 lux reporter, luminescence, 6 h; in the data active = activation mostly above about 9.7%, no sharp cut-off; note: not every result past the cut was called active; inactives centre near 0; reference of the scale not given here
SSB-PriA inh – inhibitors of Klebsiella pneumoniae PriA binding to SSB C-terminal tail, primary screen, biochemical, AlphaScreen | PriA–SSB C-terminal tail interaction (Klebsiella pneumoniae) | AlphaScreen SSBct-PriA binding, biotinylated peptide | 430,000 compounds, 0.6% hits | inhibition, % at 33 µM; in the data active = inhibition mostly above about 37%, no sharp cut-off; inactive = mostly below about 20%;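 note: plate controls were negative control peptide for no effect and reference peptide for full effect; strong numbers were not always called active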
PfHsp40 yeast – rescue of yeast from PfHsp40 toxicity, primary screen, S. cerevisiae, ATP luminescence; AID 504582, 2011; growth rescue, % at 12.5 µM; S. cerevisiae expressing PfHsp40, growth rescue; 340,000 compounds, 0.68% hits; in the data active = growth rescue above about 28%, passing the limit was not always enough;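 note: yeast W303a lacking pdr1 and pdr3 grown in galactose medium; growth measured after three days at 30 °C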
* marks the source's active call; other numbers are inactive results; & = joins results of further samples. Cut-off read from the data, not from the text of the source, unless noted: active = inhibition above about 30%; inconclusive = no clear call, values can overlap the other calls; inactive = below that.

For COc1cc(C)ccc1OC(C)C(=O)Nc1ccc(N2CCCCC2)cc1 (stereo not drawn) the results were Yp Topo-I inh 6, PrPC TRFRET -6, TcdB GH inh 0.5, Anthrax LF prot -10, BoNT A protease 0.0, Vc quorum ag inactive, SSB-PriA inh -3 and PfHsp40 yeast 1.7.
O=S(=O)(c1ccccc1)N1CCN(c2nnnn2-c2ccccc2)CC1 was read as Yp Topo-I inh 1, SARS 3CLpro inh 0, PrPC TRFRET 0, Anthrax LF prot 2, BoNT A protease 0.2, Vc quorum ag -0.6, SSB-PriA inh -5 and PfHsp40 yeast 1.4.
Screening COc1ccc(C(=O)Nc2ccc(C)cn2)cc1S(=O)(=O)N1CCCc2ccccc21 returned Yp Topo-I inh 1, PrPC TRFRET -4, TcdB GH inh 1.0, Anthrax LF prot -3, BoNT A protease -1.9, Vc quorum ag inactive, SSB-PriA inh 7 and PfHsp40 yeast 8.4.
For CC(=O)c1c(C)[nH]c(C(=O)Nc2cccc(C#N)c2)c1C the results were Yp Topo-I inh -2, SARS 3CLpro inh -2, PrPC TRFRET -1, TcdB GH inh -0.8, Anthrax LF prot -2, BoNT A protease -6.4, Vc quorum ag -0.3, SSB-PriA inh -11 and PfHsp40 yeast -0.8.
`COc1ccccc1C(=O)Nc1ccc(S(=O)(=O)N2CCC(C)CC2)cc1` gave Yp Topo-I inh 18, SARS 3CLpro inh -1, PrPC TRFRET -1, TcdB GH inh -2.9, Anthrax LF prot -6, BoNT A protease -0.8, Vc quorum ag -0.3, SSB-PriA inh -12 and PfHsp40 yeast 4.1.
Screening COc1ccc(CNC(=O)C/C(C)=N/NC(=O)c2ccccc2OC)cc1 returned Yp Topo-I inh 1, SARS 3CLpro inh -2, PrPC TRFRET -2, TcdB GH inh -1.6, Anthrax LF prot -9, BoNT A protease -2.6, Vc quorum ag -3.3 and PfHsp40 yeast -0.3.
For O=c1[nH]c2cc3c(cc2cc1CN(Cc1cccnc1)C(=S)NCc1ccco1)OCCO3 the results were Yp Topo-I inh 15, SARS 3CLpro inh 6, PrPC TRFRET 1, TcdB GH inh 0.9, Anthrax LF prot 0, BoNT A protease -0.4, Vc quorum ag -1.5, SSB-PriA inh 10 and PfHsp40 yeast -0.5.
C/C(=N\NC(=O)c1ccccc1N)c1ccc(NC(=O)Cc2ccccc2)cc1 was read as Yp Topo-I inh -7, SARS 3CLpro inh 0, PrPC TRFRET 0, TcdB GH inh 0.3, Anthrax LF prot -1, BoNT A protease 1.0, Vc quorum ag -0.3 and PfHsp40 yeast 0.2.
For Cc1cc(S(=O)(=O)N2CCOCC2)ccc1OCC(=O)Nc1ccccc1C(F)(F)F the results were Yp Topo-I inh 3, SARS 3CLpro inh -3, PrPC TRFRET 2, TcdB GH inh 2.4, Anthrax LF prot 2, BoNT A protease -1.2, Vc quorum ag 0.6, SSB-PriA inh -7 and PfHsp40 yeast -0.5.
`O=C(NC1CCCCC1)C(c1ccccc1)N(C(=O)c1cccs1)c1ccc2c(c1)OCO2` (stereo not drawn) gave Yp Topo-I inh 16, SARS 3CLpro inh -4, PrPC TRFRET 3, TcdB GH inh 0.9, Anthrax LF prot -2, BoNT A protease -0.9, Vc quorum ag -7.1, SSB-PriA inh 7 and PfHsp40 yeast 0.3.
Screening O=C(COC(=O)c1cc(Br)ccc1O)Nc1ccc2c(c1)OCCO2 returned Yp Topo-I inh 8, PrPC TRFRET 4, TcdB GH inh 1.3, Anthrax LF prot 4, BoNT A protease 3.4, Vc quorum ag inactive, SSB-PriA inh -11 and PfHsp40 yeast -0.8.
Screening CN(C(=O)CNC(=O)c1ccc(Br)o1)C1CCCCC1 returned Yp Topo-I inh -11, SARS 3CLpro inh -1, PrPC TRFRET 7, TcdB GH inh 0.7, Anthrax LF prot -2, BoNT A protease -2.9, Vc quorum ag inactive, SSB-PriA inh 3 and PfHsp40 yeast 1.1.
For O=C(NCCc1ccccn1)c1cc(C(=O)C2CCCCC2)c[nH]1 the results were Yp Topo-I inh 4, SARS 3CLpro inh 3, PrPC TRFRET -1, Anthrax LF prot -14, BoNT A protease 3.5, Vc quorum ag -3.8, SSB-PriA inh -7 and PfHsp40 yeast -0.2.
For CC(NC(=O)c1ccccc1F)C(=O)O (stereo not drawn) the results were Yp Topo-I inh 3, SARS 3CLpro inh -4, PrPC TRFRET -1, Anthrax LF prot -7, BoNT A protease -4.3, Vc quorum ag -0.5, SSB-PriA inh -13 and PfHsp40 yeast 0.0.
For Cc1ccsc1C(=O)N1CCC(N2CCC(C(=O)NCC3CCCO3)CC2)CC1 (stereo not drawn) the results were Yp Topo-I inh -10, SARS 3CLpro inh 3, PrPC TRFRET 3, TcdB GH inh 0.9, Anthrax LF prot -2, BoNT A protease -0.9, Vc quorum ag inactive, SSB-PriA inh -8 and PfHsp40 yeast -1.2.
For C[C@H](CO)N1C[C@H](C)[C@@H](CN(C)Cc2ccncc2)Oc2c(NS(=O)(=O)c3cccs3)cccc2C1=O the results were Yp Topo-I inh 2, PrPC TRFRET 0, TcdB GH inh 0.6&0.7, Anthrax LF prot -1, BoNT A protease 0.5, Vc quorum ag 0.5, SSB-PriA inh 4 and PfHsp40 yeast 1.5.
For CCc1ccccc1Nc1nc(-c2cccnc2)cs1 the results were Yp Topo-I inh 18, SARS 3CLpro inh 5, PrPC TRFRET 6, TcdB GH inh 0.5, Anthrax LF prot -7, BoNT A protease -5.0, Vc quorum ag 0.7, SSB-PriA inh -3 and PfHsp40 yeast 1.3.
Screening O=C(Nc1ccc(O)cc1C(=O)O)c1ccc2c(c1)C(=O)N(Cc1ccco1)C2=O returned Yp Topo-I inh 2, SARS 3CLpro inh 4, PrPC TRFRET 8, Anthrax LF prot 0, BoNT A protease 4.9, Vc quorum ag -5.9, SSB-PriA inh -12 and PfHsp40 yeast 1.2.
Screening COc1ccc(-c2c(C)oc3c(CN4CCCCC4C)c(O)ccc3c2=O)cc1 (stereo not drawn) returned Yp Topo-I inh 2, SARS 3CLpro inh 1, PrPC TRFRET 4, TcdB GH inh 0.0, Anthrax LF prot 9, BoNT A protease 0.4, Vc quorum ag -7.7, SSB-PriA inh 12 and PfHsp40 yeast 0.0.
COc1ccc(/C=N/Nc2nc(N3CCCC3)nc(N3CCCC3)n2)c(OC)c1OC was read as Yp Topo-I inh 25, SARS 3CLpro inh 5, PrPC TRFRET -2, Anthrax LF prot -2, BoNT A protease -0.7, Vc quorum ag -0.6 and PfHsp40 yeast -0.4.
`CCCCc1nnc(NC(=O)C(=O)OCC)s1` gave Yp Topo-I inh -5, SARS 3CLpro inh -1, PrPC TRFRET -9, TcdB GH inh 1.6, Anthrax LF prot -2, BoNT A protease -0.1, Vc quorum ag -0.3, SSB-PriA inh -11 and PfHsp40 yeast -0.1.
Cc1ccc(C)c(OCCCCn2cnc3ccccc3c2=O)c1 was read as Yp Topo-I inh 30, SARS 3CLpro inh 0, PrPC TRFRET -1, TcdB GH inh -1.7, Anthrax LF prot -1, BoNT A protease -0.7, Vc quorum ag -0.3, SSB-PriA inh -29 and PfHsp40 yeast 0.8.
Screening Clc1cccc(Cl)c1-c1nnc2cccc(Cl)n12 returned Yp Topo-I inh 7, SARS 3CLpro inh -3, PrPC TRFRET -2, Anthrax LF prot 5, BoNT A protease -0.9, Vc quorum ag -0.6, SSB-PriA inh 5 and PfHsp40 yeast 0.7.
Screening O=C(N/N=C/c1ccc([N+](=O)[O-])cc1)c1ccc(COc2ccccc2-c2ccccc2)cc1 returned Yp Topo-I inh -1, SARS 3CLpro inh 5, PrPC TRFRET 4, TcdB GH inh 0.6, Anthrax LF prot 0, BoNT A protease -1.0, Vc quorum ag inactive and PfHsp40 yeast 3.9.
N#Cc1c2n(c3c(=O)n(Cc4ccc(Cl)cc4)cnc13)CCCCC2 was read as Yp Topo-I inh 25, SARS 3CLpro inh -7, PrPC TRFRET 7, Anthrax LF prot 0, BoNT A protease 1.2, Vc quorum ag -0.6, SSB-PriA inh 0 and PfHsp40 yeast 14.
`COc1ccc(-n2cc(CNC(C)c3ccncn3)c(-c3cccc(F)c3)n2)cc1` (stereo not drawn) gave Yp Topo-I inh 20, SARS 3CLpro inh -2, PrPC TRFRET 7, TcdB GH inh -0.3, Anthrax LF prot 1, BoNT A protease -1.1, Vc quorum ag -1.4, SSB-PriA inh -16 and PfHsp40 yeast -2.0.
Screening COCCn1c(SCC(=O)N2CCCC(C)C2)nnc1-c1ccco1 (stereo not drawn) returned Yp Topo-I inh 4, SARS 3CLpro inh 2, PrPC TRFRET 5, TcdB GH inh -11, Anthrax LF prot -6, BoNT A protease 0.0, Vc quorum ag inactive, SSB-PriA inh 3 and PfHsp40 yeast -1.0.
CC(=O)N1CCc2cc(S(=O)(=O)NCCC(=O)NCCc3ccc(C)cc3)ccc21 was read as Yp Topo-I inh 3, SARS 3CLpro inh -3, PrPC TRFRET 14, Anthrax LF prot -3, BoNT A protease -0.4, Vc quorum ag inactive, SSB-PriA inh -1 and PfHsp40 yeast 0.4.
`COc1ccc(CNC(=O)c2cc(=O)c3ccc(C)c(C)c3o2)cc1` gave Yp Topo-I inh -2, SARS 3CLpro inh 6, PrPC TRFRET 0, TcdB GH inh -1.5, Anthrax LF prot 0, BoNT A protease -3.3, Vc quorum ag -13, SSB-PriA inh -15 and PfHsp40 yeast -0.5.
`CC(=O)NC(c1ccc(F)c(F)c1)c1nc(-c2cnc3ccccc3c2)cs1` (stereo not drawn) gave Yp Topo-I inh 14, PrPC TRFRET -12, TcdB GH inh 2.1, Anthrax LF prot 1, BoNT A protease -0.1 and Vc quorum ag -0.3.
For OC(CNCCC(c1ccccc1)c1ccccc1)COc1ccccc1 (stereo not drawn) the results were Yp Topo-I inh 1, SARS 3CLpro inh 2, PrPC TRFRET -6, TcdB GH inh 1.1, Anthrax LF prot -1, BoNT A protease -0.8, Vc quorum ag -1.1, SSB-PriA inh 5 and PfHsp40 yeast 0.5.
`O=C(CCc1nc(-c2ccccc2F)no1)NCCc1ccccc1Cl` gave Yp Topo-I inh 18, SARS 3CLpro inh 0, PrPC TRFRET 0, Anthrax LF prot -3, BoNT A protease 0.1, Vc quorum ag inactive, SSB-PriA inh -9 and PfHsp40 yeast 0.0.
`COc1ccccc1NC(=O)CN(c1ccc(C23CC4CC(CC(C4)C2)C3)cc1)S(C)(=O)=O` gave Yp Topo-I inh 6, SARS 3CLpro inh 1, PrPC TRFRET 7, Anthrax LF prot -4, BoNT A protease 0.5, Vc quorum ag inactive, SSB-PriA inh 11 and PfHsp40 yeast 0.2.
For CCc1nnc(NC(=O)CCC(=O)N2CCN(CCc3ccccc3)CC2)s1 the results were Yp Topo-I inh 5, PrPC TRFRET 5, Anthrax LF prot -2, BoNT A protease 0.1, SSB-PriA inh -5 and PfHsp40 yeast -1.5.
Screening COc1ccc(NC(C)=O)cc1NC(=O)CSc1nnc(-c2cccnc2)n1C returned Yp Topo-I inh 2, SARS 3CLpro inh -2, PrPC TRFRET -2, Anthrax LF prot -14, BoNT A protease 0.1, Vc quorum ag 1.7, SSB-PriA inh 5 and PfHsp40 yeast -1.4.

As a working copy, two of the compounds above.
For OC(CNCCC(c1ccccc1)c1ccccc1)COc1ccccc1 (stereo not drawn) the results were Yp Topo-I inh 1, SARS 3CLpro inh 2, PrPC TRFRET -6, TcdB GH inh 1.1, Anthrax LF prot -1, BoNT A protease -0.8, Vc quorum ag -1.1, SSB-PriA inh 5 and PfHsp40 yeast 0.5.
`O=C(CCc1nc(-c2ccccc2F)no1)NCCc1ccccc1Cl` gave Yp Topo-I inh 18, SARS 3CLpro inh 0, PrPC TRFRET 0, Anthrax LF prot -3, BoNT A protease 0.1, Vc quorum ag inactive, SSB-PriA inh -9 and PfHsp40 yeast 0.0.

From PubChem BioAssay

This is a subset, so the mix of outcomes need not match the whole.
